STAT1 act: STAT1 signaling activators, primary screen, cell-based, HTS, luciferase reporter. activation (% of control), % at 5.5 µM. 200,000 tested, 2.6% active. AID 932, 2007. NIH 3T3 STAT1-luciferase reporter, IFN-gamma, luminescence; 100% = IFN-gamma alone, no compound;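 active = activation above the screen-wide mean activation plus 3 SD, cut at about 130% in these data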;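 also: raw ratio to IFN-gamma control signal so 100% means no change and 0% no light; values of inactives mirror those of a sister screen read the other way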
NF-kB neuron act: activators of NF-kB expression in neurons, primary screen, cell-based, HTS; human neuronal cells, NF-kB reporter expression; active compounds read high; fold change at 12.5 µM; 190,000 tested, 1.6% active; in the data active = fold change above about 3.3
STAT1 blocker: STAT1 signaling inhibitors, primary screen, cell-based, HTS, luciferase reporter; AID 920, 2007; inhibition, % at 5.5 µM; NIH 3T3 STAT1-luciferase reporter, IFN-gamma, luminescence; 200,000 tested, 0.35% active;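 active = inhibition above a set limit, the mean inhibition across all tested compounds plus 3 SD, cut at about 34% in these data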;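 also: 0% = IFN-gamma with DMSO and 100% = IFN-gamma with 300 µM nifuroxazide; values of inactives mirror those of a sister screen read the other way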
APP 5'UTR act: activators of APP 5'UTR luciferase reporter, primary screen, SH-SY5Y cells. activation, % at 2 µM. 190,000 tested, 1% active. SH-SY5Y APP 5'UTR luciferase reporter, luminescence; zero percent = DMSO vehicle wells;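 active = activation above a set limit, based on mean plus 3 SD of controls, cut at about 140% in these data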; also: values of inactives mirror those of a sister screen read the other way
STAT3 blocker: IL-6 driven STAT3 reporter inhibitors, primary screen, U3A cells, luciferase, luminescence, MLSCN library | 190,000 tested, 0.89% active | IL-6 STAT3-luciferase reporter; host cell line lacks STAT1 | AID 862, 2007 | inhibition, % at 5.5 µM;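 active = inhibition above the mean inhibition across all screened compounds plus 3 SD, cut at about 44% in these data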;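 also: 0% = DMSO only wells and 100% = 100 µM nifuroxazide control wells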
APP transl inh: inhibitors of APP translation via 5'UTR reporter, primary screen, APP 5'UTR luciferase, SH-SY5Y cells | 190,000 tested, 0.82% active | inhibition, % at 2 µM | SH-SY5Y APP 5'UTR-luciferase reporter, luminescence;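 active = inhibition above a set limit, derived from the sample mean plus 3 SD, cut at about 45% in these data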; also: values of inactives mirror those of a sister screen read the other way
FLuc inh counter: firefly luciferase enzyme inhibitors, primary screen, artefact control for luciferase-based inhibitor screens, biochemical, luminescence, ATPLite; AID 1006, 2008; 200,000 tested, 1.5% active; 10 min; inhibition, % at 10 µM;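 active = inhibition above about 50% when tested at 10 µM, limit read from the data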
Target sequence (P08659 whole entry, looked up): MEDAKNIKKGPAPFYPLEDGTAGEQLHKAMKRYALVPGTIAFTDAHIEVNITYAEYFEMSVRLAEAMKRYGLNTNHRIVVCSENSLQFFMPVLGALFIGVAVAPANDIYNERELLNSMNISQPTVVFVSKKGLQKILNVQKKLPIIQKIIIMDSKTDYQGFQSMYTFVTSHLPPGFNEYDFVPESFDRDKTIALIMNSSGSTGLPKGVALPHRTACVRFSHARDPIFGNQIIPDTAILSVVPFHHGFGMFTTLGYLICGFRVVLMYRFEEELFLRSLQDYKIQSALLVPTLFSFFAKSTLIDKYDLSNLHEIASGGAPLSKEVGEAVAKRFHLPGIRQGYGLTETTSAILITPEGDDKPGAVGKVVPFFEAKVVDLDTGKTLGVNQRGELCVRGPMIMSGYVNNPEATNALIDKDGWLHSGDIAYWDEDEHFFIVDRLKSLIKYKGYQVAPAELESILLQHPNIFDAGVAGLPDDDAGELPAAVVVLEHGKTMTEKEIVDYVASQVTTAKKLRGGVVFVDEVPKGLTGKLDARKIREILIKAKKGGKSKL
RAM network inh: inhibitors of the yeast RAM network, primary screen, dse1pr::URA3 reporter, 5-FOA selection. S. cerevisiae dse1pr::URA3 reporter, 5-FOA growth OD615, 2 d; analog-sensitive cbk1-as2 kinase mutant strain. 190,000 tested, 1.8% active. AID 868, 2007. inhibition, % at 50 µM;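 active = inhibition above a set limit, 3 SD over mean compound inhibition, cut at about 8.4% in these data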;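 also: 0% = DMSO-only wells with no growth and 100% = 10 µM 1-NA-PP1 full growth; inhibition rescues growth on 5-FOA so higher OD means more RAM inhibition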
STAT3 act: IL-6 driven STAT3 reporter potentiators, primary screen, U3A cells, luciferase, luminescence, MLSCN library; 190,000 tested, 0.91% active; IL-6 STAT3-luciferase reporter; 100% = signal with IL-6 EC80 alone; AID 871, 2007; activation (% of control), % at 5.6 µM;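 active = activation above the screen-wide mean of compound activation plus 3 SD, cut at about 130% in these data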;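 also: 0% = background luminescence of wells with medium and substrate only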
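Material: STAT3-luciferase reporter U3A cells. Controls: IL-6-treated wells, 100% activation. Read-out: % activation versus median of IL-6-stimulated wells. Probe or stimulus: IL-6 stimulus at 33 ng/mL final. Timing: compound 1 h, then IL-6 6 h at 37 °C. Signal: reporter luminescence signal.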
Hsp70 act: Hsp70 transcriptional activators, primary screen, cell-based, HeLa, Hsp70 promoter luciferase, luminescence, 10 µM. HeLa Hsp70 promoter luciferase reporter; scaled: vehicle 0, proteasome-inhibitor control 100%. activation, % at 10 µM. 200,000 tested, 0.04% active;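 active = activation above the mean across all tested compounds plus 3 SD, cutoff set per campaign, cut at about 5.5% in these data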;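 also: 100% = MG132 at 30 µM as the positive control and 0% = DMSO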
* = called active by the depositor; / = not tested or not shown.

SMILES	STAT1 act	NF-kB neuron act	STAT1 blocker	APP 5'UTR act	STAT3 blocker	APP transl inh	FLuc inh counter	RAM network inh	STAT3 act	Hsp70 act
CC12CCC(C(=O)Nc3cccc(Cl)c3)(C(Br)C1=O)C2(C)C (stereo not drawn)	93	0.92	8	-6	2	6	-6	-0.8	101	-0.2
Cc1ccc(-c2nc3cnccn3c2Nc2ccc3c(c2)OCCO3)o1	105	1.3	-4	12	-7	-12	0	1.8	112	-0.1
COc1ccc(NC(=O)c2cc(F)cc(F)c2)cc1Cl	124	1.8	-26	38	9	-38	-2	2.2	93	0.1
CCC1C(=O)N=C(SCC(=O)Nc2ccc(Br)cn2)NC1=O (stereo not drawn)	108	1.1	-11	5	13	-5	-1	2.2	95	0.0
CCn1cc([N+](=O)[O-])c(C(=O)N2N=C(c3ccc4ccccc4c3)CC2c2ccccc2O)n1 (stereo not drawn)	104	0.54	-8	7	-58	-7	-5	2.2	151*	-0.2
Cc1ccccc1-c1noc(-c2ccc(O)cc2)n1	140*	7.7*	-44	156*	17	-156	22	2.9	94	-0.1
CCOc1ccc(-c2nnn(CC(=O)NCc3ccc4c(c3)OCO4)n2)cc1	105	1.1	-3	7	-1	-7	-6	-1.1	103	-0.1
C#CCOCCOCCOCCNc1nc(N2CCN(C(=O)[C@H](CCC(=O)O)n3cc(C(N)Cc4ccc(O)cc4)nn3)CC2)nc(N2CCN(C(=O)[C@H](CCC(=O)O)n3cc(C(N)Cc4ccc(O)cc4)nn3)CC2)n1 (stereo partly drawn)	100	1.2	2	1	/	-1	-4	0.2	/	-0.1
CCc1c(C)c(C#N)c2nc3ccccc3n2c1NCc1ccccn1	91	0.99	9	-2	8	2	-6	1.6	96	0.1
COc1c(Cl)ccc(Cl)c1C(=O)NCc1ccco1	92	1.2	9	12	10	-12	-1	2.3	99	0.1
CC(/C=N/NC(=O)CCn1nnc2ccccc21)=C\c1ccccc1	108	1.7	-9	-10	2	10	1	-0.4	100	0.6
c1ccc(CNc2c3c(nc4ncnn24)CCCC3)nc1	103	0.96	-4	-37	-6	37	-7	-1.1	108	-0.1
CCc1ccccc1NC1=NCC(=O)N1C1CCCCC1	92	1.1	9	3	6	-3	-4	-0.3	101	-0.2
Clc1cccc(-c2ccc(C=Nc3ccc(N4CCOCC4)cc3)o2)c1	98	1.2	3	3	-17	-2	2	2.6	115	-0.4
CC(=O)c1cccc(S(=O)(=O)NCC2CCCCC2)c1	100	1	0	-11	2	11	-7	1.8	96	0.0
CSc1ccc(C(=O)C2CCCN(C(=O)c3cccnc3SC)C2)cc1 (stereo not drawn)	92	0.89	8	18	6	-18	-8	-0.8	99	-0.3
CC(C)C(=O)Nc1nnc(SCC(=O)NCC2CCCO2)s1 (stereo not drawn)	97	0.96	1	34	3	-34	4	-1.0	107	-0.1
COc1ccc(S(=O)(=O)N2CCC(C(=O)Nc3ccc(OC)c(OC)c3)CC2)cc1C	96	/	4	16	-2	-16	/	/	101	-0.5
Cc1cc(C(=O)NCc2ccc(C(=O)O)o2)c(C)o1	105	0.94	-6	9	-3	-9	-6	0.3	103	-0.1
O=[N+]([O-])c1ccc2nc(-c3ccccc3)oc2c1	148*	2.1	-54	53	15	-53	18	2.1	97	0.6
CCOC(=O)c1c(C)n(CC(O)c2ccccc2)c2ccc(O)cc12 (stereo not drawn)	95	0.93	5	-11	-2	11	-2	0.9	106	0.0
Cc1ccc(/C=C/C(=O)OC(C)C(=O)Nc2ncc(Cl)cc2Cl)o1 (stereo not drawn)	103	1.2	-4	8	-4	-8	-7	4.7	105	-0.3
c1ccc(C(c2ccccc2)c2nc(-c3cccnc3)no2)cc1	97	0.96	3	4	6	-4	-5	1.0	105	-0.1
Cc1ccc(NC(=S)NCCSc2ccc(Cl)cc2)c(C)c1	100	0.92	-1	-4	14	4	-2	11*	91	-0.1
NS(=O)(=O)c1ccc(NC(=O)Cc2c(F)cccc2Cl)cc1	103	0.88	-5	6	2	-6	-9	5.3	104	0.3

The list goes on; the last 2 above are carried over.
SMILES	STAT1 act	NF-kB neuron act	STAT1 blocker	APP 5'UTR act	STAT3 blocker	APP transl inh	FLuc inh counter	RAM network inh	STAT3 act	Hsp70 act
Cc1ccc(NC(=S)NCCSc2ccc(Cl)cc2)c(C)c1	100	0.92	-1	-4	14	4	-2	11*	91	-0.1
NS(=O)(=O)c1ccc(NC(=O)Cc2c(F)cccc2Cl)cc1	103	0.88	-5	6	2	-6	-9	5.3	104	0.3
O=c1c2ccccc2sn1-c1ccccc1	91	1.8	9	-27	11	27	34	3.1	95	-0.3
Cn1c(NC(=O)COc2ccccc2)cc(=O)n(C)c1=O	102	1.2	-2	4	19	-4	-7	0.9	87	0.2
NC(=O)C1CCN(c2cc(N3CCOCC3)ccc2[N+](=O)[O-])CC1	95	1.4	3	18	7	-18	-6	0.2	99	-0.2
Cc1ccc(SC(C)c2nc(-c3ccncc3)no2)cc1 (stereo not drawn)	107	0.98	-15	/	18	-26	-6	0.5	88	-0.1
N#CCC(=O)Nn1c(=S)[nH]c2ccccc2c1=O	95	1.1	4	-5	-7	5	-2	-0.4	107	0.0
C/C(CC(=O)Nc1ccccc1)=N\NC(=O)COc1ccc(C)cc1Br	94	1.2	4	32	7	-32	-3	0.5	99	0.0
Cc1nc(/N=C\N(C)C)sc1C(=O)Nc1ccccc1	106	1.2	-7	56	-13	-56	2	1.1	113	-0.2
CCOC(=O)C(NC(C)=O)(Nc1ccc(S(N)(=O)=O)cc1)C(F)(F)F (stereo not drawn)	86	1.4	16	28	4	-28	2	0.0	98	0.1
CCOC(=O)CON1C(=O)c2ccccc2C1=O	113	1	-14	-3	0	3	-2	0.8	102	-0.1
CCOc1ccccc1C(=O)Nc1cc(Cl)ccc1O	92	0.82	2	1	-16	-1	-3	1.1	115	0.2
CCOc1ccc(S(=O)(=O)N2CCN(c3ccccc3)CC2)c2cccnc12	90	1.1	11	-3	-7	3	-3	-0.5	109	-0.3
O=C(O)CCC(=O)Nc1cccc2cccnc12	97	0.92	2	-17	-1	17	-6	0.1	103	-0.1
C#CCSc1ncc(S(=O)(=O)c2ccccc2)c(=O)[nH]1	98	1.2	2	3	10	-3	-5	1.2	96	-0.2
Cc1ccccc1C(=O)O/N=C1\CCS(=O)(=O)c2sccc21	220*	5.8*	-130	0	12	0	16	1.1	93	-0.1
Cc1ccc(/C=C(\NC(=O)c2ccccc2)C(=O)NCC2CCCO2)o1 (stereo not drawn)	98	1.1	-1	-9	14	9	-1	0.4	90	-0.5
COc1ccc(Cc2nnc(NC(=O)C(C)(C)C)s2)cc1	111	1.2	-13	5	2	-5	-4	-0.9	102	-0.2
COC(=O)C1CCN(C(=O)NC2CCCCC2)CC1	97	1.1	3	4	3	-4	-4	1.5	101	-0.1
CCCCCc1ccc(OCCCC[n+]2ccccc2)c(CCCCC)c1	71	0.99	32	6	20	-6	-4	-2.1	92	-0.3
O=C(CSc1nnnn1C1CCCCC1)NCc1ccccc1	106	0.96	-6	11	2	-11	-3	-0.3	102	0.0
Nc1nc(SCCO)[nH]c(=O)c1NC(=O)c1ccccc1F	97	1.1	3	-12	2	12	-8	2.3	98	0.0
N#CC(c1ccc(O)cc1)N1CCOCC1 (stereo not drawn)	97	1.1	2	11	6	-11	-2	0.1	97	-0.2
COc1ccc(-c2oc(NC(=O)CCl)c(C#N)c2-c2ccc(OC)cc2)cc1	107	1.7	-8	-11	6	11	-6	7.3	96	-0.3
C=C(C)c1cccc(C(C)(C)NC(=O)N2CCOCC2)c1	102	0.86	-2	4	13	-4	-9	0.0	92	-0.1
Cc1ccc(N2C(=O)C3CCC(C)(C2=O)C3(C)C)cc1C (stereo not drawn)	97	1	2	10	10	-10	-5	2.3	94	-0.1
CCCCN(CCCNC(=O)C1CCN(S(=O)(=O)N2CCOCC2)CC1)Cc1ccccc1	96	1.2	4	1	9	-1	0	0.2	96	-0.1
SMILES	STAT1 act	NF-kB neuron act	STAT1 blocker	APP 5'UTR act	STAT3 blocker	APP transl inh	FLuc inh counter	RAM network inh	STAT3 act	Hsp70 act
O=C(COC(=O)c1cccc(Cl)c1)Nc1cc(Cl)ccc1Oc1ccccc1	93	1.4	7	22	-3	-22	-2	10*	103	-0.4
NS(=O)(=O)c1ccc(CNC(=O)c2scc3c2CCCC3)cc1	94	1.2	6	3	9	-3	-3	3.1	94	0.2
COc1cc(C(=O)NCCCNc2nc3cc(C)cc(C)c3cc2C#N)cc(OC)c1OC	91	0.76	9	0	17	0	-7	-0.1	89	0.1
CCCCNC(=O)C1CCN(c2nc(OC)nc(OC)n2)CC1	87	1	15	-6	13	6	-2	1.4	90	-0.2
CCOC(=O)C1=C(C)Nc2nnnn2C1c1ccc(OC)c(Br)c1 (stereo not drawn)	96	1.4	4	6	13	-6	-2	5.3	94	0.0
Cc1ccc(/C=N/N2CCN(Cc3ccccc3)CC2)s1	110	1.8	-11	13	19	-13	2	1.3	89	-0.4
C[C@@H](NC(=O)c1nc[nH]c1C(=O)N[C@@H](CCCCNC(=O)OC(C)(C)C)C(=O)OC(C)(C)C)c1ccccc1	99	0.52	3	7	/	-7	0	3.6	/	-0.4
CC(C)OCCCn1c(=S)[nH]c2ncccc2c1=O	96	1.1	5	-2	33	2	-7	2.3	74	-0.1
O=C(Nc1nnc(SCc2ccc(Cl)cc2)s1)c1cnccn1	104	1.3	-4	7	-4	-7	-3	1.9	104	-0.4
Cc1nc2sc3c(O)cc(=O)[nH]c3c2c(C)c1C	100	1.2	0	5	8	-5	-2	3.0	98	-0.1
CCS(=O)(=O)N1Cc2ccccc2CC1C(=O)N1CCN(c2ccccc2)CC1 (stereo not drawn)	100	0.97	0	-10	-4	10	0	-0.5	110	0.0
Cc1ccc(NC(=O)COC(=O)c2cc(Cl)ccc2[N+](=O)[O-])cc1	97	1	2	4	9	-4	0	3.1	94	-0.2
O=C(O)c1ccccc1C(=O)c1ccc(Oc2ccccc2)cc1	96	1.2	3	6	10	-6	6	-2.0	93	-0.4
COc1ccc(NC(=O)N2c3ccccc3C(C)=CC2(C)C)cc1	125	1.1	-31	-4	11	4	-1	1.4	95	0.8
COCCCNC(=S)NC(=O)c1ccccc1	118	1.6	-19	32	-2	-32	6	-0.7	104	-0.4
CCC1CCc2c(sc(NC(=O)CSc3nc(-c4ccco4)cc(C(F)(F)F)n3)c2C#N)C1 (stereo not drawn)	98	1.1	3	-6	-1	6	-5	3.8	106	-0.6
CCOc1cc(S(=O)(=O)NCc2ccccn2)c(C)cc1C	102	1.1	-3	4	6	-4	3	1.2	94	-0.1

Screening results: PubChem, several laboratories
